# From PubChem
# hcDAF12 agonist: activators of H. contortus DAF-12 nuclear receptor. HEK293 hcDAF-12 lit1-tk-luc reporter, luminescence; 0% DMSO, 100% Δ7-dafachronic acid. AID 652067. activation, % at 6.8 µM. 370,000 compounds, 1.4% hits;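 active = activation above the mean of all tested compounds plus 3 SD, cut at about 5.5% in these data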;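 also: 100% = response to 3 µM Δ7-dafachronic acid high control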
# KLK7 zymogen act: proKLK7 (human) activation, primary screen; purified proKLK7, EDANS-DABCYL substrate fluorescence; 100% is mature enzyme control, 0% vehicle; 370,000 compounds, 0.9% hits; AID 652039; activation, % at 7 µM; P49862;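 active = activation above the mean of all tested compounds plus 3 SD, computed per campaign excluding outliers beyond control limits, cut at about 13% in these data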
# Target sequence (P49862 whole entry, looked up): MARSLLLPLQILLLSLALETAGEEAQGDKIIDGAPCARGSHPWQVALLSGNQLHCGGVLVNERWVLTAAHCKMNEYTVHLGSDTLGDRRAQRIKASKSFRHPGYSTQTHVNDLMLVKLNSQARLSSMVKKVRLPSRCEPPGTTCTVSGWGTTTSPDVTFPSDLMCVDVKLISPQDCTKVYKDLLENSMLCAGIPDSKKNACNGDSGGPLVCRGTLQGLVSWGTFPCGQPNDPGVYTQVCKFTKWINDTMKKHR
# HGIII-sPLA2 inh: Inhibits HGIII-sPLA2 liposome hydrolysis, primary screen; QFRET BODIPY PC-A2 liposome hydrolysis, fluorescence; AID 743126; 370,000 compounds, 0.56% hits; Q9NZ20; inhibition, % at 12.2 µM;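 active = inhibition above mean plus 3 SD of compounds lying within the high and low control bounds, cut at about 19% in these data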;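 also: 0% = median of test compound wells and 100% = no enzyme DMSO wells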
# Target sequence (Q9NZ20 whole entry, looked up): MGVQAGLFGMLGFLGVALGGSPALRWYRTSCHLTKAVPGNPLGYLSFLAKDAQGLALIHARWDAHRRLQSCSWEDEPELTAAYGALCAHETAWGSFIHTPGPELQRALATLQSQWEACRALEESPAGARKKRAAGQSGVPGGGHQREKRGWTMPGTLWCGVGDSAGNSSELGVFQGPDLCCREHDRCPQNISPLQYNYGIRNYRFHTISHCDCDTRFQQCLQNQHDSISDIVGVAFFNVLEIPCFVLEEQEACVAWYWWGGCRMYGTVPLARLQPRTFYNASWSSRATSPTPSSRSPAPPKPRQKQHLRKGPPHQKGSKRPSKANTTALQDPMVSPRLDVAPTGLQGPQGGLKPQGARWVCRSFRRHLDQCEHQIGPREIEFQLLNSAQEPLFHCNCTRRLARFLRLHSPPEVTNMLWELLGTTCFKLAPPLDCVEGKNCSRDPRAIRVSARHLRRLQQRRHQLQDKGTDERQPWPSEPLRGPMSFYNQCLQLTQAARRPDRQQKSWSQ
# SMARCA2 act: increases SMARCA2 function in MMTV reporter cells. MG213 cells, MMTV-luciferase reporter, dexamethasone, overnight. activation, % at 9.1 µM. 370,000 compounds, 1% hits. AID 652017; in the data active = activation above about 7.8%;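 also: 0% = vehicle wells and 100% = reference activator wells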
# ssDAF-12 act: activators of S. stercoralis DAF-12 nuclear receptor | HEK293 ssDAF-12/GRIP1 lit1-tk-luc reporter, luminescence; % of 3 µM dafachronic acid response | 370,000 compounds, 1% hits | activation, % at 6.8 µM;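 active = activation above the mean over all tested compounds plus 3 SD, cut at about 0.9% in these data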;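 also: 0% = DMSO-only wells and 100% = 3 µM delta7-dafachronic acid wells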
# DAX1 inh-1: DAX1 (NR0B1) inhibition, primary screen. AID 652010. inhibition, % at 6.8 µM. 370,000 compounds, 1.1% hits. HEK293T StAR-luciferase reporter, SF-1/DAX-1 repression relief;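 active = inhibition above the mean over all tested compounds plus 3 SD, cut at about 3.6% in these data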;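 also: 0% = DAX-1 cells with DMSO and 100% = cells lacking DAX-1 with DMSO; higher inhibition means more luminescence from relief of DAX-1 repression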
# NPR1 activator: GC-A (human) enzyme activation; 370,000 compounds, 0.14% hits; HEK293 GC-A cells, cGMP TR-FRET, EC30 ANP; 0% at EC30 ANP, 100% saturating ANP; activation, % at 10 µM; AID 1671463; in the data active = activation above about 40%
# NPR2 activator: GC-B (human) receptor activation | AID 1920062 | P20594 | activation, % at 10 µM | 370,000 compounds, 0.11% hits | HEK293-GC-B cells, CNP EC30, cGMP TR-FRET; 0% at EC30 CNP, 100% saturating CNP;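 active = activation at 10 µM reaching about 35% in either raw or pattern-adjusted values, limit read from the data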
# hgDAF-12 ag: agonists of H. glycines DAF-12 nuclear receptor | 370,000 compounds, 1.8% hits | activation, % at 6.8 µM | HEK293 GAL4-hgDAF12 UAS-luciferase reporter, agonist luminescence; normalized to butyrate control;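 active = activation above a cutoff set at the mean of all screened compounds plus 3 SD, cut at about 10% in these data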;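 also: 0% = DMSO wells and 100% = sodium butyrate wells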
# DAX1 inh-2: inhibits human nuclear receptor DAX1; AID 504766; inhibition, % at 6.75 µM; 340,000 compounds, 0.99% hits; HEK293 Gal4-DAX1 luciferase reporter, luminescence; P51843;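 active = inhibition above the mean over all tested compounds plus 3 SD, cut at about 4.2% in these data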;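 also: 0% = DAX1-transfected cells with DMSO and 100% = empty-vector control cells with DMSO; inhibition shows as a rise in luminescence from relieved DAX1 repression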
# Target sequence (P51843 207-470 limits assumed): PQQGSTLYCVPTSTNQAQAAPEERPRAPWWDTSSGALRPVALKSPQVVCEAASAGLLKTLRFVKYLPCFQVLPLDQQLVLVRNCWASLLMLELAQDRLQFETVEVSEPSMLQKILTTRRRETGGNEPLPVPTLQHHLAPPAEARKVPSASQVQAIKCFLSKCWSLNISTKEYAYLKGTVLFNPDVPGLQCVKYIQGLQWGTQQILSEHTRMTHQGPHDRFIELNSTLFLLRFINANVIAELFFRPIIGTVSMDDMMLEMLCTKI
# GAA850 FXN act: frataxin GAA850 promoter activation | HEK293 lucGAA850 FXN promoter luciferase reporter, 24 h; percent of 10 µM SAHA response | 360,000 compounds, 0.56% hits | activation, % at 6 µM;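 active = activation above the average of all compounds screened plus 3 SD, cutoff fixed separately per campaign, cut at about 7.5% in these data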;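 also: 0% = DMSO wells and 100% = 10 µM SAHA wells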
# * marks the source's active call; other numbers are inactive results; · = not tested or not shown. Outcome played no part in choosing rows. About 6.7% of those tested had a hit in this group.
cpd	molecule	hcDAF12 agonist	KLK7 zymogen act	HGIII-sPLA2 inh	SMARCA2 act	ssDAF-12 act	DAX1 inh-1
1	Cc1cc(C)n(CC(=O)N2N=C(C(F)F)CC2(O)C(F)F)n1 (configuration not stated)	0.7	-0.2	0	1	-1.4	-0.2
2	O=C(O)CC1C(=O)NCCN1Cc1ccc(F)c(F)c1 (configuration not stated)	-0.7	0.0	3	1	-0.8	-0.1
3	COc1cc(/C=N/NC(=O)Nc2ccccc2)ccc1OCCOc1ccccc1C	-0.4	0.6	2	-2	-0.9	0.7
4	COc1cccc(/C=N/NC(=O)c2cc(-c3cccn3C)n[nH]2)c1O	-1.6	-7.9	-41	-2	-1.2	-3.2
5	CN(Cc1ccccc1)C(=O)COC(=O)c1ccc(-n2cnnn2)cc1	-0.6	0.4	18	-4	-0.5	0.6
6	C/C=C/c1ccc(OCCCNC)c(OC)c1	-0.3	0.1	-6	1	-1.2	0.0
7	COc1ccc(CNC(=O)c2ccc3nc(C)c(N(C)Cc4ccc(NC(C)=O)cc4)n3c2)cc1	-3.1	0.6	-11	-4	-0.8	-3.0
8	O=C(NC(=S)Nc1ccc(Cl)c(C(=O)O)c1)c1cncc(Br)c1	-0.2	0.4	2	-1	-1.1	0.0
9	COc1ccc(CNC(=O)CCNS(=O)(=O)c2ccc(Cl)cc2)cc1	-0.9	0.1	3	-3	-1.2	-0.2
10	CNC(=O)CC1C(=O)N(c2ccc(F)cc2)C(=S)N1NC(=O)c1ccc(Cl)cc1 (configuration not stated)	-1.4	0.7	-23	2	-0.8	0.1
11	CC(CCc1ccccc1)NC(=O)c1ccccc1C(=O)O (configuration not stated)	0.4	-0.6	-1	-1	-1.2	-0.2
12	Cc1nc2cc(C(=O)OCC(=O)Nc3ccc(C#N)cc3)ccc2n1-c1ccccc1	-2.2	-0.3	-29	-2	-0.8	0.0

cpd	NPR1 activator	NPR2 activator	hgDAF-12 ag	DAX1 inh-2	GAA850 FXN act
1	3	4	2.0	0.0	-1.5
2	-1	4	1.4	-0.1	-0.6
3	-2	-5	1.1	-0.9	0.2
4	0	5	-8.6	-3.3	-5.2
5	4	3	-2.0	-1.2	0.5
6	-3	1	-0.4	1.1	2.2
7	-2	-14	-1.6	·	-4.9
8	2	-1	-0.3	0.8	0.8
9	-5	1	1.5	1.4	2.4
10	1	2	-0.6	-0.4	-1.6
11	1	0	-1.4	-0.6	1.1
12	2	0	-1.7	-0.6	0.2

# (more compounds)
cpd	molecule	hcDAF12 agonist	KLK7 zymogen act	HGIII-sPLA2 inh	SMARCA2 act	ssDAF-12 act	DAX1 inh-1
13	CNC(=O)CN(Cc1ccccc1)S(=O)(=O)c1ccccc1	3.3	0.4	-2	-2	0.2	-0.3
14	Cc1ccc(NC2CC(=O)N(CCc3ccccc3)C2=O)cc1 (configuration not stated)	0.7	-0.5	-4	3	-1.5	-0.3
15	COc1ccc(/C=N\Nc2ccccc2[N+](=O)[O-])c(C(=O)O)c1OC	1.3	0.3	4	4	-0.6	0.4
16	C#CCNC(=O)C1=C[C@@H](c2ccc(C#C)cc2)C[C@@H](OCc2ccc(CO)cc2)O1	-1.1	-1.1	2	-1	-1.2	0.1
17	COC(=O)C1=C(C)NC(=O)NC1c1ccc(-c2ccccc2Cl)o1 (configuration not stated)	-0.3	-0.4	-4	-3	-1.1	0.1
18	CC(C)NC(=O)C(=O)NCCC1CCCCN1S(=O)(=O)c1cccs1 (configuration not stated)	-0.1	0.4	6	0	-0.7	0.6
19	COc1ccc(C(=O)N2CCC(NC(=O)C(Cc3ccccc3OC)NC(C)=O)CC2)cc1 (configuration not stated)	-2.5	0.4	1	-1	-1.0	0.1
20	CC1CC2(CCCC2)N(C(=O)N(C)C)c2ccc(F)cc21 (configuration not stated)	-0.5	0.0	4	0	-0.7	0.1
21	COc1cc(/C=N/n2cnnc2)ccc1OCc1ccccc1	0.4	1.4	-2	8.1*	-0.8	0.3
22	Fc1ccccc1-c1n[nH]c(=S)n1N=Cc1ccc(-c2ccccc2)cc1	-0.4	0.1	-6	0	-0.2	1.6
23	OC[C@@H]1CN(Cc2ccc(-c3ccccc3)cc2)C[C@H](n2cnc3c(NCc4ccco4)ncnc32)O1	-4.6	0.2	-45	-4	-1.9	-4.2
24	O=C(N/N=C/C(Br)=C/c1ccccc1)c1ccccc1[N+](=O)[O-]	-1.6	0.3	-2	-1	-0.6	0.1

cpd	NPR1 activator	NPR2 activator	hgDAF-12 ag	DAX1 inh-2	GAA850 FXN act
13	0	0	1.9	-0.1	-1.3
14	2	3	2.8	0.9	2.3
15	-3	7	1.9	2.4	-2.7
16	0	-3	-1.3	0.5	0.2
17	-32	-13	-1.2	-0.5	-0.8
18	0	5	-0.1	2.2	1.3
19	1	-2	0.9	0.6	0.4
20	-4	3	1.8	0.5	0.8
21	2	3	2.2	1.5	5.9
22	-4	-8	-1.9	·	·
23	-3	0	-4.1	·	-5.5
24	-1	-1	2.4	0.3	1.9

# Next section
cpd	molecule	hcDAF12 agonist	KLK7 zymogen act	HGIII-sPLA2 inh	SMARCA2 act	ssDAF-12 act	DAX1 inh-1
25	CC1(C)CC(=O)C=C(c2cccc3c2Oc2ccccc2S3)C1	-1.9	-0.5	6	-1	-1.4	-0.3
26	CCOC(=O)c1sc(=NC(=O)c2ccc(S(=O)(=O)N3CC(C)OC(C)C3)cc2)n(C)c1C (configuration not stated)	-1.0	-0.6	2	-1	-1.4	0.0
27	Cc1ccc(C(=O)CC2(O)C(=O)N(Cc3ccccc3Cl)c3ccccc32)o1 (configuration not stated)	1.0	0.5	-22	-1	-1.1	-0.1
28	CC(=O)N1[C@@H]2CC3C4CC=C5C[C@@H](O)CC[C@]5(C)C4CC[C@]3(C)[C@@]21C(C)=O (some centres not stated)	-3.1	-0.4	-1	-2	-0.7	-0.3
29	CCOC(=O)N1CCN(CC(=O)Nc2ccc(F)cc2F)CC1	-0.5	0.7	3	-1	-1.1	1.1
30	Cc1ccc(CNC(=O)c2nccnc2C(=O)O)cc1	-1.8	0.6	2	-1	-0.9	0.4
31	Brc1ccc(CN2C3=NCCCN3c3ccccc32)cc1	-0.7	0.1	3	-1	-1.1	-0.2
32	Cc1cc(Br)c2nc(-c3cccc(Br)c3)c(Cc3cccc(Cl)c3)n2c1	5.2	-0.2	-12	5	0.7	1.0
33	O=C(NN=Cc1ccc2c(c1)CCC2)c1ccccc1[N+](=O)[O-]	-1.1	-0.5	-3	1	-1.0	0.0
34	OCCNCc1cccc(OCc2ccc(Cl)cc2)c1	-0.7	0.0	-3	-1	-1.4	0.2
35	Cc1ccc2cc(C#N)c(N3CCCN(C(=O)C4CCCO4)CC3)nc2c1C (configuration not stated)	-1.5	8.8	-13	0	-1.4	-0.5
36	CCCCc1ccc(NC(=O)C(=O)NCCN2CCN(C(=O)c3ccc([N+](=O)[O-])cc3)CC2)cc1	-1.5	0.4	3	-2	-1.4	-0.1

cpd	NPR1 activator	NPR2 activator	hgDAF-12 ag	DAX1 inh-2	GAA850 FXN act
25	0	-1	-1.8	1.4	5.0
26	5	-1	0.1	0.1	1.3
27	-6	-8	0.8	-1.3	1.4
28	-2	0	-0.5	0.0	3.2
29	-4	-1	-0.4	0.7	-0.6
30	-1	0	0.5	2.5	-1.9
31	-7	-1	-1.7	1.9	-1.5
32	-2	-2	-2.5	·	·
33	0	4	1.4	2.2	-2.9
34	-5	-6	-0.8	-0.2	-1.0
35	2	-1	-2.3	-1.0	2.6
36	5	-9	1.9	1.8	-1.9

# Single entries from the entries so far:
# Entry of entry 32 in HGIII-sPLA2 inh: -12
# Entry of entry 35 in SMARCA2 act: 0

# Next records follow.
cpd	molecule	hcDAF12 agonist	KLK7 zymogen act	HGIII-sPLA2 inh	SMARCA2 act	ssDAF-12 act	DAX1 inh-1
37	C=CCNC(=S)NNC(=O)c1cccc(Br)c1	-1.7	0.1	9	3	-1.4	-0.4
38	Cc1ccc(-c2nnn(CC(=O)N(CC(=O)NC3CCCC3)c3ccc(F)cc3)n2)o1	-1.2	0.3	-9	-2	-1.4	-0.3
39	COc1ccc(C2=NN(C(=O)/C=C/c3ccccc3)C(c3ccccc3)C2)c(OC(C)=O)c1 (configuration not stated)	1.1	-0.4	3	-2	-1.2	-0.2
40	Cc1ccc(OC(=O)c2ccccc2)cc1C	0.1	0.6	-1	1	-0.9	0.0
41	NS(=O)(=O)c1ccc(NC(=O)COC(=O)c2ccc(Cl)nc2)cc1	0.3	-0.8	-5	-1	-1.6	-0.3
42	S=C(Nc1ccc(Cl)cc1)NC1CCN(Cc2ccccc2)CC1	-1.5	0.0	-13	-4	-0.3	-1.2
43	CCc1ccc(C(C(=O)NCc2ccccc2)N(C(=O)c2csnn2)C2CC2)cc1 (configuration not stated)	0.7	0.2	-4	0	-1.1	-0.1
44	COC(=O)c1ccccc1S(=O)(=O)N1CCC(C(=O)NCc2ccccn2)CC1	-0.9	0.8	-1	-1	-0.1	0.0
45	CCOC(=O)Cn1c(C)nc2ccccc21	-0.7	-0.5	8	0	-0.9	0.3
46	Cc1c(C)n(CC(O)CN2C(=O)c3ccccc3S2(=O)=O)c2ccccc12 (configuration not stated)	-0.8	1.0	-13	-1	-0.7	0.2
47	Cc1ccc(/C=N/n2c(-c3ccco3)n[nH]c2=S)cc1	-0.9	0.5	22*	-1	-2.0	0.1
48	CCCCSc1nc2c(c(C(F)(F)F)c1C#N)CCC2	-1.1	0.1	1	-1	-1.4	0.3
49	Nn1c(SCc2cn3ccsc3n2)nnc1-c1ccncc1	-0.7	-0.1	0	1	-1.1	-0.6
50	COc1ccc2sc(-c3ccc(SC)cc3)c(C#CC(C)(C)O)c2c1	0.3	-21	-26	1	-0.6	-0.9
51	COc1cccc(C(c2c(N)[nH]c(=S)[nH]c2=O)c2c(N)[nH]c(=S)[nH]c2=O)c1	-0.8	-0.3	6	6	-1.4	-0.5

cpd	NPR1 activator	NPR2 activator	hgDAF-12 ag	DAX1 inh-2	GAA850 FXN act
37	1	-1	-1.2	-0.5	0.5
38	-1	-5	1.9	-1.1	-1.0
39	5	4	3.1	0.0	-1.4
40	1	4	-1.4	-0.7	0.2
41	0	-2	3.8	2.5	0.5
42	4	11	1.1	-1.6	1.4
43	-7	-4	-1.8	-0.9	-2.2
44	3	4	1.7	1.7	0.4
45	0	-3	1.0	-0.3	0.3
46	-8	-3	-2.0	-0.8	0.3
47	2	3	0.4	0.1	0.1
48	2	-4	1.5	0.5	0.6
49	-3	3	0.2	0.4	1.7
50	-1	-12	0.4	-1.1	7.8*
51	6	9	0.0	·	1.1

# Two consecutive entries from above, for reference:
cpd	molecule	hcDAF12 agonist	KLK7 zymogen act	HGIII-sPLA2 inh	SMARCA2 act	ssDAF-12 act	DAX1 inh-1
50	COc1ccc2sc(-c3ccc(SC)cc3)c(C#CC(C)(C)O)c2c1	0.3	-21	-26	1	-0.6	-0.9
51	COc1cccc(C(c2c(N)[nH]c(=S)[nH]c2=O)c2c(N)[nH]c(=S)[nH]c2=O)c1	-0.8	-0.3	6	6	-1.4	-0.5

cpd	NPR1 activator	NPR2 activator	hgDAF-12 ag	DAX1 inh-2	GAA850 FXN act
50	-1	-12	0.4	-1.1	7.8*
51	6	9	0.0	·	1.1
